# Source: PubChem BioAssay
# SIRT5 inh = sirtuin-5 (human) deacylase inhibition. Q9NXA8. Purified SirT5, succinyl-peptide AMC, trypsin-coupled fluorescence. inhibition, % at 15 µM. hit rate 1.1% among 330,000. AID 652115; in the data active = inhibition above about 15%; inconclusive = no clear call, values can overlap the other calls
# ERp5 block = inhibitors of human ERp5 | Q15084 | hit rate 0.05% among 350,000 | AID 651711 | ERp5 insulin aggregation, absorbance 650 nm, 90 min | inhibition, % at 9.99 µM;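 active = mean replicate inhibition above about 25%, with every replicate also reaching it, limit read from the data, passing the limit was not always enough; inconclusive = only one of those two criteria met; inactive = neither criterion met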
# Target sequence (Q15084 whole entry, looked up): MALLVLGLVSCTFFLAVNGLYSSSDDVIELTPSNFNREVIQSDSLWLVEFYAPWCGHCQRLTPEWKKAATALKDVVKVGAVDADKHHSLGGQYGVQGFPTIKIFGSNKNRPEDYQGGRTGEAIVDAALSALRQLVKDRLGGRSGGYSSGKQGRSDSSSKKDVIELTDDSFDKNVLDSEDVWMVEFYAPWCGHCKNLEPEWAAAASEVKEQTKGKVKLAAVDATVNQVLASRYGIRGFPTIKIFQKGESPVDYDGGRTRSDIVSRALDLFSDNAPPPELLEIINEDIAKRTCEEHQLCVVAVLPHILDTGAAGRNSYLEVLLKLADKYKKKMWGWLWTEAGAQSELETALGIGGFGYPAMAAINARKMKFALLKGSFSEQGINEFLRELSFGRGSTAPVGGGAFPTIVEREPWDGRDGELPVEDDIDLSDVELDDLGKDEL
# Statin myotox sup = suppression of simvastatin myotoxicity. AID 602340. hit rate 0.78% among 330,000. rescue of ATP level, % at 7.49 µM. C2C12 myotubes + simvastatin, ATP luminescence, 48 h; scaled: DMSO 0, geranylgeraniol control 100;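 active = mean ATP rescue above about 67%, or every replicate alone reaching that limit, limit read from the data, passing the limit was not always enough; inconclusive = no clear call, values can overlap the other calls; inactive = mean under the limit and some replicate under it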;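 note: myotubes were challenged with 10 µM simvastatin during compound exposure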
# S100A4 inh HTS = blocks human S100A4 binding to myosin IIA peptide; P26447; hit rate 0.14% among 360,000; S100A4/TAMRA-MyoIIA peptide fluorescence polarization; inhibition, % at 10.7 µM;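 active = mean inhibition of at least 70% across replicates, with every replicate also reaching that level; inconclusive = mean inhibition reaches 70% but some replicates fall short; inactive = mean inhibition below 70%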
#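 Test system: S100A4 monomer protein; Medium: HEPES pH 7.2 with CaCl2, KCl, NaCl, DTT, Triton; Probe or stimulus: TAMRA-labelled myosin IIA heavy-chain peptide probe, 5 nM; Doses: one dose per compound; Times: polarization read 5 min after assay mix addition, stable 5–60 min; Benchmarks: neutral control DMSO, positive control TFP.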
# PglD DTNB = inhibitors of Campylobacter jejuni PglD acetyltransferase | purified PglD enzyme, DTNB colorimetric CoA detection | AID 602405 | inhibition, % at 12.5 µM | hit rate 0.098% among 360,000; in the data active = inhibition above about 16%, passing the limit was not always enough; inconclusive = no clear call, values can overlap the other calls; note: strong numbers were not always called active
# E-sel inducer = E-selectin induction on HUVECs. P16581. HUVEC E-selectin immunofluorescence imaging; normalized: neutral wells 0, TNF-alpha wells 100. activation, % at 7.58 µM. hit rate 0.37% among 260,000. AID 686992;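 active = mean E-selectin-positive cell signal at least 10% of the positive control, reached in at least 60% of replicates, without over 20% cell loss; inconclusive = no rule given, readout overlaps actives, possibly toxicity-flagged; inactive = the rest, including those meeting only one limit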;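 note: in these data hits start at about 27%; measured in HUVEC primary endothelial cells; signal is the percent of cells scored E-selectin positive by PE staining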
# Target sequence (P16581 whole entry, looked up): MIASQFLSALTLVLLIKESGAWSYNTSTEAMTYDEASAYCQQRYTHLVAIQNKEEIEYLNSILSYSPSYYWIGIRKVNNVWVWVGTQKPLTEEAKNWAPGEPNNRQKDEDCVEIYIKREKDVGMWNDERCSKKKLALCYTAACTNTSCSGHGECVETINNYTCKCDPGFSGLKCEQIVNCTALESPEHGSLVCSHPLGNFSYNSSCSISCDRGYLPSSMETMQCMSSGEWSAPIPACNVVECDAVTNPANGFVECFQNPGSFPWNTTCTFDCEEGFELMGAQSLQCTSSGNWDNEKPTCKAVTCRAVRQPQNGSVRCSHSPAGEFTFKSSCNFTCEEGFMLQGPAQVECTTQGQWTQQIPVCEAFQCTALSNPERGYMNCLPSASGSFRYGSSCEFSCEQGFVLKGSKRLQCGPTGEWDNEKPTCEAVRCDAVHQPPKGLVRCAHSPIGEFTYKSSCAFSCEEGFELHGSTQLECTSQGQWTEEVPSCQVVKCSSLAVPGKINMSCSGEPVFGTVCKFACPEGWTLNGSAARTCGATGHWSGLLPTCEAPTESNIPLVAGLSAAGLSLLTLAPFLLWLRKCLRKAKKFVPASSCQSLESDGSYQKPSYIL
#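 System: HUVEC / Compound: single concentration / Signal: immunofluorescence imaging / Read-out: percent E-selectin-positive cells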
# DENV2 CPE rescue = protects cells from dengue virus 2 cytopathic effect; CPE inhibition, % at 9.99 µM; hit rate 1.7% among 350,000; DENV2-infected cells, cytopathic effect rescue, plate reader; in the data active = CPE inhibition above about 20%, passing the limit was not always enough; inconclusive = no clear call, values can overlap the other calls; tested in BHK-21 cells;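 note: 0% = median of neutral control wells and 100% = median of positive control wells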
# Numbers without * were called inactive; ? = inconclusive; / = not tested or not shown; & = joins results of further samples; ! = a repeat was not active. A portion of the library; the hit share may differ from the screen's.
compound,SIRT5 inh,ERp5 block,Statin myotox sup,S100A4 inh HTS,PglD DTNB,E-sel inducer,DENV2 CPE rescue
Cc1ccc2cccc(S(=O)(=O)N3CCCc4ccccc43)c2n1,0,1,18,-18,-2,/,6
O=c1[nH]c(SCc2ccc([N+](=O)[O-])cc2)nc2[nH]ncc12,-2,-1,12,-7,-5,0.2,0
CC(C)c1nc(CNC(=O)c2cc(COc3c(F)cccc3F)on2)cs1,-3,1,/,10,/,/,-3
Cc1ccc(N2C(=O)CC(N3CCSCC3)C2=O)c(C)c1 (centres undefined),-1,3,/,0,/,/,-4
Cc1noc(C)c1S(=O)(=O)Nc1ccc2c(c1)C(=O)N([C@H](C)CO)C[C@H](C)[C@@H](CN(C)S(=O)(=O)c1ccc(Cl)cc1)OCCCC[C@H](C)O2,3,4,23,-23,2,/,0
Cn1c(=O)[nH]c(=O)c2c1nc(NCc1ccco1)n2CCCc1ccccc1,/,/,-4,-6,-2&-4,/,/
CC(=O)N1[C@H](CNC(=O)CN2CCOCC2)[C@@H](c2ccccc2)[C@@H]1CO,/,/,-13,/,-1,0.0,?
CN(C)C(=O)c1ccc(-c2ccc3c(c2)[C@H]2[C@H](CCN2C(=O)c2ccc(F)cc2)[C@@H](CO)N3C)cc1,/,1,3,13,0,-0.4,-7
Cc1ccc(-c2noc(CSc3nnnn3C3CCCCC3)n2)cc1,/,0,13,3,/,0.9,2
O=S1(=O)CCOC[C@H](Cc2ccccc2)N1Cc1ccccc1,/,0,3,-1,7,2.8,6
C[C@@H]1CN([C@@H](C)CO)S(=O)(=O)c2ccc(C#C[C@@H](C)O)cc2O[C@@H]1CN(C)Cc1ccncc1,-1,-2,3,0,0,-0.2,8
C[C@H]1O[C@@H](n2cc(F)c(=O)[nH]c2=O)[C@H](O)[C@@H]1O,-1,3,5,-6,2,-0.1,7

# Full records, looked up by structure. Order of values: SIRT5 inh	ERp5 block	Statin myotox sup	S100A4 inh HTS	PglD DTNB	E-sel inducer	DENV2 CPE rescue
# `Cn1c(=O)[nH]c(=O)c2c1nc(NCc1ccco1)n2CCCc1ccccc1` as listed: /	/	-4	-6	-2&-4	/	/
# `CC(C)c1nc(CNC(=O)c2cc(COc3c(F)cccc3F)on2)cs1` as listed: -3	1	/	10	/	/	-3
# `Cc1ccc(-c2noc(CSc3nnnn3C3CCCCC3)n2)cc1` as listed: /	0	13	3	/	0.9	2
# `O=c1[nH]c(SCc2ccc([N+](=O)[O-])cc2)nc2[nH]ncc12` as listed: -2	-1	12	-7	-5	0.2	0
# `C[C@@H]1CN([C@@H](C)CO)S(=O)(=O)c2ccc(C#C[C@@H](C)O)cc2O[C@@H]1CN(C)Cc1ccncc1` as listed: -1	-2	3	0	0	-0.2	8

# Remaining list, next part:
compound,SIRT5 inh,ERp5 block,Statin myotox sup,S100A4 inh HTS,PglD DTNB,E-sel inducer,DENV2 CPE rescue
COc1ccc(-c2noc(CN(C)Cc3ccc(C)o3)n2)cc1,-3,3,/,-7,/,9.1,0
CN(CCC1CCOCC1)C(=O)C1CCC(=O)N(CCc2ccc(Cl)cc2)C1 (centres undefined),-2,1,0,-4,1,/,-3
CN(C)CCCN1C(=O)C2CCc3[nH]c4ccccc4c3C2C1=O (centres undefined),0,8,10,0,2,-1.8,7
COc1ccc(CNC(=O)CCCn2c(=O)c3cccn3c3cccnc32)cc1,/,1,5,-3,-4,0.1,-4
Cc1ccc(S(=O)(=O)Nc2ccc3c(c2)CC(=O)N([C@@H](C)CO)C[C@H](C)[C@H](CN(C)CC2CC2)O3)cc1,-4,-1,-9,7,3,-0.1,-6
C[C@@H]1COC(=O)[C@H](CC(=O)OC(C)(C)C)C/C=C\C[C@@H](CC(=O)NCCO)C(=O)N1,/,-3,-5,-1,2,-0.1,2
CCN(C(=O)CSc1nc2ccc([N+](=O)[O-])cc2s1)c1c(N)n(Cc2ccccc2)c(=O)[nH]c1=O,-1,-2,-8,-3,2,0.6,1
CN1OC(Cn2cc(C#N)c(=O)n(C)c2=O)CC1c1ccccc1 (centres undefined),0,4,/,4,/,/,11
COC(=O)c1cn(C(=O)c2ccc3c(c2)OCO3)c2ccccc12,1,-1,3,0,-2,0.0,-5
OCCC1CN(Cc2cccc(C(F)(F)F)c2)CCN1Cc1ccccc1 (centres undefined),-1,0,/,-1,/,/,0
Fc1ccc(C2CC(c3cccs3)=NN2c2ccccc2)cc1 (centres undefined),-1,-3,/,-1,/,/,-1
Cc1ccc(S(=O)(=O)N(C)C[C@@H]2Oc3ccc(NC(=O)Nc4cccc5ccccc45)cc3CC(=O)N([C@@H](C)CO)C[C@@H]2C)cc1,-2,-6,-11,3,-2,-0.2,-8
C[C@H](CO)N1C[C@H](C)[C@@H](CN(C)C(=O)Nc2cccc3ccccc23)Oc2c(NC(=O)Nc3ccccc3)cccc2C1=O,0,-2,23,7,1,2.7,-13
COc1ccc(C=C(C(=O)c2ccccc2)C(=O)c2ccccc2)cc1,-5,2,/,4,/,0.0,-2
O=C(C[C@@H]1C[C@H]2c3cc(NC(=O)NC4CCCC4)ccc3O[C@H]2[C@H](CO)O1)NC1CCCCC1,3,0,-3,4,-2,-0.3,?
COC(=O)CCC(=O)Nc1cc(Cl)cc(Cl)c1,2,2,1,8,/,/,-2
O=C(NCCCc1nc2ccccc2[nH]1)c1ccco1,-2,2,2,-6,0,-0.2,-2
COc1ccc(NC(=O)COC(=O)CC2CCCC2)cc1Cl,5,3,/,-4,/,3.1,20
CCOC(=O)c1csc(NC(=O)c2ccccc2)n1,0,-2,11,-11,-2,0.2,9
CC(OC(=O)Cn1ccccc1=O)C(=O)Nc1cc(Cl)cc(Cl)c1 (centres undefined),-5,4,-4,3,5,-0.1,-8
COc1ccccc1CNC(=O)C1CC2Cn3c(nc4cc(Cl)c(Cl)cc43)C2N1C (centres undefined),-2,-2,-4,-4,-4,0.0,-5
O=C1NCCCC1C(=O)N1CCN(C(c2ccccc2)c2ccccc2)CC1 (centres undefined),-1,5,24,-1,7,/,-1
CSc1nc(=S)n(-c2ccc([N+](=O)[O-])cc2)c(C)c1C(C)=O,-2,2,-4,-3,-4,/,2
O=C(Cn1c(=O)oc2ccccc21)Nc1ccc(Br)cc1,-2,2,-5,-4,1,-0.3,5
Cc1noc(C)c1NC(=O)N(C)C[C@H]1Oc2ccc(NC(=O)c3ccncc3)cc2C(=O)N([C@H](C)CO)C[C@@H]1C,9&0,28*!,18&7,27&-4,1&-6,365*,-15&-4
CC(C)NC(=O)N(C)C[C@H]1Oc2ccc(NC(=O)C3CC3)cc2C(=O)N([C@H](C)CO)C[C@@H]1C,5&-4,-6&3,31&4,8&-3,-2&2,-1.4&0.1,-3&6
C=CCn1c(SCC(=O)Nc2cc(Cl)ccc2C(=O)O)nc2sc(C)c(C)c2c1=O,7,-11,9,12,4,/,-3
COCCn1c(=NC(=O)c2ccccc2[N+](=O)[O-])sc2cc(S(C)(=O)=O)ccc21,-3,-1,/,1,/,-0.1,-1
C/C=C(/C)C(=O)Nc1cccc(C2=NOC3(C2)C[C@H](C(N)=O)N(C(=O)COc2ccc(Cl)cc2)C3)c1 (some centres undefined),2,-3,-14,-2,3,-0.3,-4
COc1ccc(CCNS(=O)(=O)c2cn(C)c(=O)n(C)c2=O)cc1OC,3,7,-3,2,2,0.5,3
CCOC(=O)/C(=N\NC(=O)c1ccccc1)c1ccccc1,-1,-1,2,-2,-2,/,-1
C[C@@H]1CCCCO[C@H](CN(C)C(=O)NC2CCCCC2)[C@H](C)CN([C@H](C)CO)C(=O)c2cc(NC(=O)c3ccncc3)ccc2O1,-4,2,/,-4,0,0.2,-9
O=C(Cc1ccccc1)NNS(=O)(=O)c1ccccc1[N+](=O)[O-],-1,3,2,-2,-1,/,-3
O=C(NCc1ccc(OC(F)(F)F)cc1)C1CCC(=O)N(C2CC2)C1 (centres undefined),1,-3,/,12,0,1.3,-10
CCCNC(=O)N1CC2(C1)[C@@H](c1ccccc1)[C@@H](CO)N2Cc1cccc(Cl)c1,0,4,/,2,/,-0.2,-10
O=C(Cc1ccccc1)Nc1ccc2[nH]ncc2c1,-6,4,5,6,7,/,-1
CCOc1ccc(NS(=O)(=O)c2cc(C(=O)N3CCN(C(C)=O)CC3)ccc2Cl)cc1,4,9,4,-1,-5,-0.1,-4
Cc1ccc(S(=O)(=O)Nc2ccc3c(c2)C(=O)N([C@@H](C)CO)C[C@@H](C)[C@H](CN(C)C(=O)NC2CCCCC2)O3)cc1,-4,0,-18,1,0,-0.7,-4
COc1ccccc1/C=C/C=N/NC(=O)CCC1C(=O)NN=C1C (centres undefined),2,-20,/,0,/,/,-15
COc1cc(-c2coc3c(C(=O)NCc4ccc(OC)c(OC)c4)cccc23)ccc1O,-7,-6,-110,1,5,0.1,-3
COC(=O)[C@]1(C)N[C@H](CN(C)S(=O)(=O)c2ccc(C(F)(F)F)cc2)[C@@H]2C(=O)N(C)C(=O)[C@@H]21,-1,0,-2,3,4,/,-1
C[C@@H]1CN([C@H](C)CO)C(=O)c2cccc(NC(=O)c3nc4ccccc4s3)c2O[C@@H]1CN(C)S(=O)(=O)c1ccc(Cl)cc1,-5,-4,32,-12,1,0.6,-2
CO[C@H]1CN(C)C(=O)c2cc(NC(=O)C3CC3)ccc2OC[C@H](C)N(Cc2nccs2)C[C@@H]1C,6,3,2,16,0,0.2,2
CC(C)NC(=O)N(C)C[C@@H]1Oc2ccc(NC(=O)c3ccncc3)cc2CC(=O)N([C@@H](C)CO)C[C@H]1C,1,2,5,8,3,-2.5,4
COc1ccc(NC(=O)N[C@@H]2CC[C@@H](CCNC(=O)CCN3CCCCC3)O[C@H]2CO)cc1,3,3,0,-8,3,-0.1,-5
Cc1ccc(S(=O)(=O)Nc2ccc3c(c2)C(=O)N([C@H](C)CO)C[C@@H](C)[C@H](CN(C)CC2CCCCC2)O3)cc1,5,4,5,-3,-4,1.2,13
COc1ccc(CN(C)C[C@H]2Oc3ccc(NC(=O)Nc4ccc(OC)cc4)cc3CC(=O)N([C@H](C)CO)C[C@@H]2C)cc1,13,2,21,9,0,1.4,?
C[C@H]1CCCCO[C@H](CN(C)C(=O)Nc2cccc3ccccc23)[C@@H](C)CN([C@@H](C)CO)C(=O)c2cc(NC(=O)CCCN(C)C)ccc2O1,-12,1,/,-3,1,-0.1,-17
O=C(O)Cn1c(=O)c2c(c3ccccc31)CCC2,-2,7,-10,-3,3,-0.2,?
COc1ccc(C2CC(=O)C(c3cccc(Cl)c3)=CN2Cc2ccccc2)cc1 (centres undefined),3,-2,/,-3,/,-0.3,10

# Taken from above.
# Entry for COc1ccc(CN(C)C[C@H]2Oc3ccc(NC(=O)Nc4ccc(OC)cc4)cc3CC(=O)N([C@H](C)CO)C[C@@H]2C)cc1 under ERp5 block: 2
# Entry for COc1ccc(NC(=O)N[C@@H]2CC[C@@H](CCNC(=O)CCN3CCCCC3)O[C@H]2CO)cc1 under SIRT5 inh: 3
